CHX counter = counter-screen for Shiga toxin inhibitors: cycloheximide protein synthesis inhibition. hit rate 12% among 300,000. cell reporter, cycloheximide protein synthesis inhibition counterscreen. max response, %; in the data active = max response mostly above about 13%, no sharp cut-off; inactive = mostly below about 14%; note: read at 38.3 µM for the half of the compounds with a filed dose; 0% is about no effect
Pf growth 96h = P. falciparum growth inhibition at 96 hours; P. falciparum luciferase reporter growth, 96 h; Potency, µM (top dose mostly 28.7 µM), for inactives: at the top dose activity change, negative = inhibition, hits mostly inhibitors; hit rate 6.9% among 320,000; AID 504834; note: potency is the fitted concentration of half-maximal effect; % is set by controls: 0 for no effect and ±100 for the full control effect
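Delayed-death screen, second-generation endpoint: infected erythrocytes, 2% hematocrit, 0.05% parasitemia final; 96 hours at 37 C, 5% CO2; luciferase detection reagent; luminescence decrease equals reduced growth.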
Shiga inhibitor = inhibitors of Shiga toxin in Vero cells | hit rate 9.2% among 290,000 | inhibition, % at 38.7 µM | Vero cells, Shiga toxin protein synthesis inhibition reporter; in the data active = inhibition mostly above about 28%, no sharp cut-off; inactive = mostly below about 43%; note: 0% is about no effect
LmPK inh = LmPK (Leishmania mexicana) enzyme inhibition | Q27686 | purified LmPK, Kinase-Glo ATP luminescence, 1 h | Potency, µM (doses to about 57.5 µM), for the others: top-dose activity change, negative = inhibition, actives largely listed as inhibitors | hit rate 0.37% among 290,000 | AID 1721; note: potency is the fitted concentration of half-maximal effect; % is set by controls: 0 for no effect and ±100 for the full control effect
Target sequence (Q27686 whole entry, looked up): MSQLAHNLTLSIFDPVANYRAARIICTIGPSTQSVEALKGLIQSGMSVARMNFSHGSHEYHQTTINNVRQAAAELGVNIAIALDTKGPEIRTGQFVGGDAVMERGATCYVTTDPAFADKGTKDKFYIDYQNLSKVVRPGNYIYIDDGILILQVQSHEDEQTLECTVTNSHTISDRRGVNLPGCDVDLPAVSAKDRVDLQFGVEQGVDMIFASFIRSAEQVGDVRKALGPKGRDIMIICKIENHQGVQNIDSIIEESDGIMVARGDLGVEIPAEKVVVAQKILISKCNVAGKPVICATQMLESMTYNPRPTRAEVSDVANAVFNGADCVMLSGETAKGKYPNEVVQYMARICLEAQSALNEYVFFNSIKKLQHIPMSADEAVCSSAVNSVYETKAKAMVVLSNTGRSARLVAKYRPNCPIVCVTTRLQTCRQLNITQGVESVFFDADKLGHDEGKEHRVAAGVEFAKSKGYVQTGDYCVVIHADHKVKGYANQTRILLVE
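Pyruvate kinase activity monitored as ATP production (luciferase luminescence). Conditions: 0.1 nM enzyme, 0.5 mM PEP, 0.1 mM ADP, 1 h, RT; normalized against uninhibited and no-enzyme wells.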
HCV inhibitor = inhibitors of hepatitis C virus infection. Huh7.5.1 HCVcc-Cre infection, luciferase reporter, 44 h. Potency, µM (top dose mostly 41.8 µM), without a hit: at the top dose activity change, negative = inhibition, most hits filed as inhibitors. hit rate 3.4% among 340,000; note: potency is the fitted concentration of half-maximal effect; % is set by controls: 0 for no effect and ±100 for the full control effect
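Luciferase read-out (15 sec integration) after a 15 min room-temperature substrate step quantifies HCVcc-Cre infection. Cells, 1,000 per well, had compound added 4 h post-plating, then virus at ~0.5 moi, and were cultured 44 h.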
Pf growth 48h = P. falciparum growth inhibition at 48 hours (one generation). P. falciparum luciferase growth in erythrocytes, 48 h. Potency, µM (series often up to 28.7 µM), for the others: at the highest dose activity change, negative = inhibition, usual class: inhibitors. hit rate 5.9% among 310,000; note: potency is the fitted concentration of half-maximal effect; % is set by controls: 0 for no effect and ±100 for the full control effect
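Cell-based growth assay: transgenic P. falciparum expressing firefly luciferase, cultured in red cells within RPMI 1640 containing 0.5% w/v Albumax, 24 mM bicarbonate and gentamycin. A drop in luciferase activity indicates inhibition.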
Tb PYK inh = blocks Trypanosoma brucei pyruvate kinase; Q57TT1; TbPYK enzyme, Kinase-Glo Plus ATP luminescence, 45 min; Potency, µM (top dose mostly 76.8 µM), without a hit: at the highest dose activity, negative = inhibition, hits mostly inhibitors; hit rate 0.12% among 410,000; AID 624173; note: potency is the fitted concentration of half-maximal effect; % is set by controls: 0 for no effect and ±100 for the full control effect; nearly all actives have a fitted effect of over 50% in size
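Activity of T. brucei pyruvate kinase was followed by Kinase-Glo Plus luminescence after the enzyme reacted 45 min at room temperature with 130 uM ADP (final) and substrate. Test compounds were added before ADP at multiple concentrations.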
Active calls of the source: *; i = inactive; ? = inconclusive; . = no result given; & = joins results of further samples; [ ] = another dose, or the depositor's remark. Unless noted, calls come from the whole dose curve; as a rule, active = well fitted curve in the direction sought with a large enough effect; inconclusive = small, poorly fitted or top-dose-only effect, or another doubt; inactive = no such curve, though single readings can be large; an effect the other way counts as inactive or inconclusive.

SMILES	CHX counter	Pf growth 96h	Shiga inhibitor	LmPK inh	HCV inhibitor	Pf growth 48h	Tb PYK inh
CCOC(=O)N1CCN(c2ccc(C(F)(F)F)cn2)CC1	20*	?	28	1%	8%	38%[activator]	-6%
COC(=O)c1cc(NC(=O)CC2CCCC2)cc(C(=O)OC)c1	0	?	-6	2%	-30%	?	-4%
NC(=O)C1CCN(C(=O)CCC(=O)c2ccc(Br)cc2)CC1	8	-1%	-4	2%	3%	6%	-2%
C=CCn1c(SCC(=O)N(CC)C2CCS(=O)(=O)C2)nnc1-c1ccccc1 (configuration not stated)	.	?	.	.	13%	?	-10%
CC1(c2ccc3ccccc3c2)NC(=O)N(CC(=O)O)C1=O (configuration not stated)	-5	50%[activator]	-7	-6%	15%	21%	11%
Clc1ccccc1N=C1SCCS1	11	26%	29	-3%	4%	8%	-3%
CCOc1cc(CO)c(Br)cc1OCC(=O)O	-1	.	7	-3%	1%	19%	-15%
O=C(CN1CCC(n2nnc3cc(F)ccc32)CC1)N1CCCc2ccccc21	-3	.	-10	9%	-24%	.	0%
COc1ccc(C(=O)CSc2nnc(CNc3ccc(C)cc3C)n2Cc2ccco2)cc1	1	?	3	0%	6.3µM*	?	9%
C/C(CC1CC(C)OC1=O)=N\NC(N)=S (configuration not stated)	-1	68%[activator]	-7	1%	4%	15%	-3%
CCc1c(C2(O)CCCCC2)[nH]c2ccc(C(F)(F)F)cc12	-1	110%[activator]	-7	-1%	?	30%	-5%
Cc1ccc(C)c(CN2CCC(n3nccc3NC(=O)CCCc3ccccc3)CC2)c1	-1	4%	17	-1%	?	?	4%
O=C(COc1ccccc1)N1CCN(c2ncccn2)CC1	-2	-68%	8	-6%	20%	3%	-3%
O=C(N/N=C/C=N/NC(=O)c1ccco1)c1ccco1	12	-14%	-10	-3%	2%	-9%	1%
CN(CC(=O)Nc1ccc(SC(F)F)cc1)C1CCCCC1	0	4%	28	-2%	-3%	-8%	2%

The last two compounds of the section before come first, to join the parts.
SMILES	CHX counter	Pf growth 96h	Shiga inhibitor	LmPK inh	HCV inhibitor	Pf growth 48h	Tb PYK inh
O=C(N/N=C/C=N/NC(=O)c1ccco1)c1ccco1	12	-14%	-10	-3%	2%	-9%	1%
CN(CC(=O)Nc1ccc(SC(F)F)cc1)C1CCCCC1	0	4%	28	-2%	-3%	-8%	2%
CC(C)OCCCN1CN(S(=O)(=O)c2ccc(Cl)cc2)c2nc3ccccc3nc21	18*	?	11	-2%	-15%	?	-1%
COc1ccc(CC(=O)NNC(=S)NCC2CC2)cc1OC	1	15%	-15	2%	-10%	-2%	-4%
CCN=C1SC(C(=O)Nc2ccccc2)CC(=O)N1CC (configuration not stated)	9	.	10	8%	-10%	2%	2%
CN(C)CCNC(=O)/C(=N\O)c1ccccn1	-2	58%[activator]	5	-6%	12%	-1%	3%
O=C(O)C1(c2ccccc2)CCN(S(=O)(=O)c2cccs2)CC1	-1	?	15	2%	1%	-9%	-2%
O=C(Nc1ccccc1C(F)(F)F)N1CCC(N2CCCCC2)CC1	-3	5%	14	0%	-1%	34%[activator]	4%
COc1ccc(/C=C/C(=O)OCC(=O)N2CCc3ccccc32)cc1	.	1%	.	.	8%	0%	7%
COc1ccc(Nc2nc(N/N=C/c3ccc(N(C)C)cc3)nc(C)c2[N+](=O)[O-])cc1	-2	8%	-13	-1%	22%	-24%	-5%
CCN(CC)S(=O)(=O)c1cccc(NC(=O)c2ccc(Sc3nncn3C)c([N+](=O)[O-])c2)c1	-1	?	20	2%	?	?	0%
N=c1c2c3c(sc2ncn1CCCO)CCCC3	-4	31%[activator]	23	-4%	8%	.	-9%
CC(CCN1CCN(c2ccccc2)CC1)c1ccccc1 (configuration not stated)	-1	?	1	-11%	21%	19%	0%
CCCOc1ccc(/C=N/NC(=O)c2c(-c3ccccc3)noc2C)cc1OC	-2	8%	-5	5%	.	0%	.
COC(=O)C[N+](C)(C)CC#Cc1ccccc1	-4	?	0	-6%	6%	-5%	-3%
COc1cccc2cc(C(=O)C3=C(O)C(=O)N(CCN4CCOCC4)C3c3ccc(C(C)(C)C)cc3)oc12 (configuration not stated)	-8	?	1	-18%	-14%	?	-1%
CCc1noc(C)c1C(=O)N1CC(C)OC(C)C1 (configuration not stated)	-3	16%	-26	-3%	13%	15%	-20%
CNc1ccccc1C(C)(C)c1cc(-c2ccc(F)cc2)no1	-8	8.3µM*	-7	2%	4µM*	?	-4%
CC1CCCCN1CCCNC(=O)CN1C(=O)CSc2ccc(S(=O)(=O)N3CCOCC3)cc21 (configuration not stated)	-2	13%	18	5%	25%	-2%	4%&-1%
CCc1cccc(NC(=O)c2cccc3c2C(=O)N(C2CCCCC2)C3)c1	-2	?	-6	7%	10%	?	0%&-5%
COc1cc(NC(=S)N2CCN(CCO)CC2)cc(OC)c1	-1	?	-7	-11%	1%	11%	-15%
Cc1ccc(NC(=O)c2cnccn2)c(OC(F)F)c1	-1	?	9	-4%	13µM*	?	0%
COc1ccccc1/C=C(/NC(=O)c1ccc(Cl)cc1Cl)C(=O)O	1	8.3µM*	-7	4%	23%	20%	2%
CCC(C)NC(=O)C1c2cc(OC)c(OC)cc2C(=O)N(C)C1c1ccc(OC)cc1 (configuration not stated)	-1	?	10	-10%	22%	-18%	-18%
CCCCNC(=O)C1CCN(S(=O)(=O)N2CCCCCC2)CC1	-7	.	-12	1%	14%	-5%	-23%
CC1(C)Cc2c(c(N3CCCC3)nc3sc4c(N5CCN(CCO)CC5)ncnc4c23)CO1	-6	10%	-10	0%	2.2µM*	8.3µM*	3%
CCC(C)N(C(=O)COC(=O)c1nc2nc(C)cc(C)n2n1)C1CCS(=O)(=O)C1 (configuration not stated)	.	32%[activator]	.	.	38%[activator]	0%	-1%
Cc1ccc(CS(=O)(=O)Cc2ccc(C(=O)NCC3CCCO3)o2)cc1 (configuration not stated)	-2	?	10	1%	1%	-5%	1%
COc1ccc(-n2c(=O)c3c4c(sc3n(CC(=O)Nc3cc(C)[nH]n3)c2=O)CCC4)c(OC)c1	1	?	-23	0%[11.5 µM]	5%	?	-6%
CC1(C)Oc2ccc(C(=O)N3CCCC3)cc2N(CC(=O)NCc2ccccc2)C1=O	-1	-7%	12	1%	17%	-5%	2%
COc1ccc(CC(=O)n2nc(-c3ccc(Cl)cc3)nc2NCc2ccco2)cc1	23*	153%[activator]	63	1%	-16%	34%[activator]	4%
O=C(NCc1ccc(F)cc1)c1ccccc1OCc1ccccc1	-4	?	-10	1%	-28%	?	1%

Shown as labelled records: entries from further up
> CC1CCCCN1CCCNC(=O)CN1C(=O)CSc2ccc(S(=O)(=O)N3CCOCC3)cc21 (configuration not stated)
  CHX counter = -2	Pf growth 96h = 13%	Shiga inhibitor = 18	LmPK inh = 5%	HCV inhibitor = 25%	Pf growth 48h = -2%	Tb PYK inh = 4%&-1%

> CCc1cccc(NC(=O)c2cccc3c2C(=O)N(C2CCCCC2)C3)c1
  CHX counter = -2	Pf growth 96h = ?	Shiga inhibitor = -6	LmPK inh = 7%	HCV inhibitor = 10%	Pf growth 48h = ?	Tb PYK inh = 0%&-5%

> COc1cc(NC(=S)N2CCN(CCO)CC2)cc(OC)c1
  CHX counter = -1	Pf growth 96h = ?	Shiga inhibitor = -7	LmPK inh = -11%	HCV inhibitor = 1%	Pf growth 48h = 11%	Tb PYK inh = -15%

The list goes on.
SMILES	CHX counter	Pf growth 96h	Shiga inhibitor	LmPK inh	HCV inhibitor	Pf growth 48h	Tb PYK inh
COc1ccc(N2C(S)=C(C#N)C(=O)NC23CCCCC3)cc1	0	14%	16	0%	-1%	1%	0%
O=C1C2C3C=CC(C3)C2C(=O)N1c1ccc(N2CCN(c3ccccn3)CC2)c([N+](=O)[O-])c1 (configuration not stated)	3	?	11	-1%	10µM*	0%	-1%
COc1ccc(CNC(=O)CCCn2nc(C)c3c(C)n(-c4ccc(C)cc4)nc3c2=O)cc1OC	-2	?	-11	0%	?	?	2%&0%
CCCn1c(N)c(N(CCOC)C(=O)c2ccc(N3CCCC3=O)cc2)c(=O)[nH]c1=O	.	25%	.	.	8%	?	6%
CC1(c2ccc3ccccc3c2)NC(=O)N(CC(=O)N2CCN(Cc3ccc(C#N)cc3)CC2)C1=O (configuration not stated)	.	-13%	.	.	1.3µM*	?	-2%
Cc1cccc(NC(=O)C2(C)CC3c4ccccc4C2c2ccccc23)c1C (configuration not stated)	3	?	6	1%	15%	10%	1%
CCOc1ccc(C(C)NC(=S)NCc2ccc(Cl)cc2)cc1 (configuration not stated)	2	5.2µM*	1	1%	?	?	1%
Cc1ccc(S(=O)(=O)N2CCN(C(=O)Cc3c(F)cccc3Cl)CC2)cc1	.	-22%	.	.	30%[activator]	-8%	5%
O=c1[nH]c(CSc2ccccn2)nc2c1oc1ccccc12	49*	25%	91*	-10%	19%	i	-2%
O=C(Nc1cc(S(=O)(=O)N2CCOCC2)ccc1Cl)c1ccc(=O)[nH]c1	.	1%	.	.	4%	31%[activator]	-1%
c1ccc(C[C@H]2CNCCN2CCc2cccc3ccccc23)cc1	.	?	.	.	?	?	1%
O=C1CN(C(=O)COc2ccc(Br)cc2)c2ccccc2N1	-1	-25%	4	-1%	-14%	?	4%
Cc1cc(C)c(NC(=O)/C(C#N)=C/c2ccc(OCc3ccc(F)cc3)cc2)c(C)c1	-2	?	6	-1%	0%	4%	5%
S=C(c1c[nH]c2ccccc12)N1CCOCC1	-1	-54%	-4	2%	9%	11%	-16%
O=C(Cc1ccc(Br)cc1)NCCc1ccc(Cl)cc1Cl	-3	34%[activator]	-2	7%	?	5%	-5%
O=C(c1ccc([N+](=O)[O-])o1)N1CCN(c2nc3c(Cl)cccc3s2)CC1	.	1µM*	.	.	?	1.3µM*	1%
CC(C)NC(=O)N1CCC(n2nccc2NC(=O)CCOc2ccccc2)CC1	2	14%	-15	-2%	7%	3%	5%
CCOC(=O)C1=C(COC(=O)CCOc2ccc(OC)cc2)NC(=O)NC1C (configuration not stated)	.	-19%	.	.	9%	-23%	0%
C/C(=N\NC(=O)c1ccc(CN2CCOCC2)cc1)c1cccc([N+](=O)[O-])c1	-1	?	-12	-8%	?	-25%	6%
O=C(CN(C(=O)c1ccc(Cl)cc1)N1C(=O)C2C3C=CC(C3)C2C1=O)c1cccs1 (configuration not stated)	11	17%	15	2%	0%	-2%	-1%
O=S(=O)(NC1CCCCC1N1CCCCC1)c1ccccc1 (configuration not stated)	-1	?	-7	2%	12%	24%	-1%
CC1(C)Cc2c(sc(NC(=O)C(C)(C)C)c2C#N)C(C)(C)N1	-2	3.3µM*	17	0%	9%	?	5%
Cn1c2ccccc2c2cc([N+](=O)[O-])ccc21	-2	12%	26	3%	?	20%	-2%
Cc1cc(C)cc(N(C(=O)c2nsc(Cl)c2Cl)C(C(=O)NC2CCCC2)c2ccc(O)cc2)c1 (configuration not stated)	-1	25%	-2	3%	?	?	4%
COC(=O)[C@@H](NC(=O)c1ccccc1OC1CCN(S(C)(=O)=O)CC1)C(C)C	2	182%[activator]	-13	-4%	18%	-21%	2%
O=C(CCS(=O)(=O)c1ccc(Cl)cc1)Nc1nc(-c2cccnc2)cs1	-2	29%	10	5%	12%	-15%	-3%
Cc1cc(NS(=O)(=O)c2ccc(NC(=O)/C=C/c3c(F)cccc3Cl)cc2)nc(C)n1	6	0%	-3	-8%	-1%	?	4%

Screens deposited in PubChem by National Center for Advancing Translational Sciences (NCATS).
